PKM2 activator: qHTS Assay for Activators of Human Muscle isoform 2 Pyruvate Kinase. AID 1631, 2009. purified PKM2, Kinase-Glo ATP luminescence, activation; response scale: 0% is enzyme alone, no compound. Pyruvate kinase PKM (Homo sapiens), P14618. hit rate 0.34% among 260,000. Potency, µM (titrated, usually from 57.5 µM), for the others: top-dose activation, most hits filed as activators; further: potency means the concentration at half of the fitted maximal effect; on the % scale 0 is the no-effect control and ±100 the full control effect; nearly all actives have a fitted effect of over 55% in size
Target sequence (P14618 whole entry, looked up, canonical isoform): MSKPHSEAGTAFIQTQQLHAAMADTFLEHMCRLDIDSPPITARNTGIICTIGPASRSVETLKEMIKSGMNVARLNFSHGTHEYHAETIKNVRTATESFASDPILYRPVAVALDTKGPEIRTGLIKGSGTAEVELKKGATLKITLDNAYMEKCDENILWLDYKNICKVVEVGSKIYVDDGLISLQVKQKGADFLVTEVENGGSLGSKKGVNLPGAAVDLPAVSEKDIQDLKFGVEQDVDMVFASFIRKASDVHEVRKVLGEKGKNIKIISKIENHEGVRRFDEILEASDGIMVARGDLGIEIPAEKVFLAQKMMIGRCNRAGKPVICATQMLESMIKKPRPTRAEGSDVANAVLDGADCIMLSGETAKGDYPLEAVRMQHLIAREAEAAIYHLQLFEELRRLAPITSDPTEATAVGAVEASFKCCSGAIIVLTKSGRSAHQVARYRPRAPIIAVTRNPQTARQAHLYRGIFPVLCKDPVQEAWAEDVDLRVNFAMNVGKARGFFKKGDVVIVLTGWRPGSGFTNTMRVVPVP
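Kinase-Glo luminescence reports ATP generated from ADP (0.1 mM) and PEP (0.5 mM) by purified hPK-M2 after 1 h at room temperature, pH 7.2 imidazole buffer; intermediate enzyme activity allows detecting inhibitors and activators.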
FLuc counter: qHTS profiling assay for firefly luciferase inhibitor/activator using purifed enzyme and Km concentrations of substrates (counterscreen for miR-21 project); Luciferin 4-monooxygenase (Photinus pyralis), P08659; purified FLuc, Km substrates, luminescence inhibition; Potency, µM (highest dose often 57.5 µM), for the others: at the highest dose activity change, negative = inhibition, hits mostly inhibitors; hit rate 6.9% among 360,000;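 further: potency means the concentration at half of the fitted maximal effect; plate controls were vehicle for no effect and reference inhibitor for full effect; nearly all actives have a fitted effect of over 55% in size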
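Purified P. pyralis luciferase, 10 nM final, with Km-level 10 uM D-luciferin and 10 uM ATP in 50 mM Tris acetate pH 7.5, 10 mM Mg acetate, 0.01% Tween-20, 0.05% BSA; 6-point qHTS titration about 60 µM downward; luminescence read.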
p53 reactivation: qHTS assay for re-activators of p53 using a Luc reporter. H1299 p53-A138V BP100-luciferase reporter, luminescence, 24 h. Potency, µM (highest dose often 92.2 µM), for inactives: top-dose activity change, positive = activation, actives largely listed as activators. hit rate 0.063% among 320,000. AID 504706, 2011; further: potency means the concentration at half of the fitted maximal effect; % of control where 0% means no effect; nearly all actives have a fitted effect of over 45% in size
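H1299 (p53-null), stable ts p53-A138V + BP100-Luc; 1000 cells/well, Opti-MEM/10% FBS; cpd 4 pt, 1:5; 24 h, 37 deg C, 5% CO2; detection reagent 10 min RT; luminescence.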
Giardia kill: Small Molecules that selectively kill Giardia lamblia: qHTS | Giardia lamblia trophozoite viability | activity change, % at 7.66 µM, hits read low | hit rate 0.15% among 340,000; in the data active means activity change below about -80%; inconclusive means between about -30% and that limit;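 further: parasites exposed to compound for two days anaerobically before the ATP read; on the % scale 0 is the no-effect control and ±100 the full control effect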
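Trophozoites 100 cells/well + cpd; 48 hrs, 37 deg C, anaerobic. ATPLite 1-Step added, 15-30 min RT, luminescence read (ATP-based viability).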
VP16 counter: VP16 counterscreen qHTS for inhibitors of ROR gamma transcriptional activity | hit rate 3.5% among 310,000 | Potency, µM (titrated, usually from 53.6 µM), inactives show top-dose activity, negative = inhibition, usual class: inhibitors | Drosophila S2 Gal4-VP16 UAS-luciferase, luminescence, 20 h | AID 2546, 2010;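 further: Gal4-VP16 expression switched on by copper sulfate through the metallothionein promoter; potency means the concentration at half of the fitted maximal effect; on the % scale 0 is the no-effect control and ±100 the full control effect; nearly all actives have a fitted effect of over 50% in size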
BRCA1 expr up: qHTS Assay to Identify Small Molecule Activators of BRCA1 Expression | Potency, µM (top dose mostly 46.1 µM), for inactives: at the highest dose activation, actives largely listed as activators | hit rate 1.1% among 380,000 | MCF7-BRCA1-FFLuc reporter, luminescence, 48 h; response scale: scaled: vehicle 0%, 10 µM genistein 100%; further: potency means the concentration at half of the fitted maximal effect; nearly all actives have a fitted effect of over 80% in size; some results filed as inactive show a strong effect at the top dose
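Activators of BRCA1 expression were detected as increased firefly luciferase luminescence in engineered MCF7 cells after 48 h compound incubation. Signals were scaled to genistein 10 microM as full activation.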
Menin MLL FP TR: qHTS Assay for Inhibitors Targeting the Menin-MLL Interaction in MLL Related Leukemias: Competition With Texas Red Labeled MLL-derived Mutant Peptide. AID 1768, 2009. Menin + Texas Red MLL mutant peptide, fluorescence polarization. hit rate 0.23% among 270,000. Potency, µM (titrated, usually from 61.6 µM), without a hit: top-dose FP activity change, negative = inhibition, actives largely listed as inhibitors; active means well fitted inhibition curve with a large enough effect in the polarisation, with a control signal flat, not every such curve was filed as active; inconclusive means small, poorly fitted or top-dose-only effect, or effect the other way, or a change in a side signal; inactive means no such curve, though single readings can be large or run the other way; the % refers to the polarisation; further: potency means the concentration at half of the fitted maximal effect; % of control where 0% means no effect; many of its hits are not listed in these tables
NPC1 prom act: qHTS Assay for NPC1 Promoter Activators; hit rate 2.4% among 320,000; Potency, µM (highest dose often 9.22 µM), for inactives: at the highest dose activation, most hits filed as activators; Huh7 NPC1 promoter luciferase reporter, 24 h;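 further: potency means the concentration at half of the fitted maximal effect; % of control where 0% means no effect; nearly all actives have a fitted effect of over 60% in size; reporter is driven by a mutant NPC1 promoter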
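NPC1 promoter–luciferase Huh7 cells; 24 h compound; luminescence.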
RORgamma inh: qHTS for inhibitors of ROR gamma transcriptional activity; Drosophila S2 Gal4-RORgamma UAS-luciferase reporter, 20 h; Potency, µM (top dose mostly 53.6 µM), for inactives: at the highest dose activity change, negative = inhibition, usual class: inhibitors; hit rate 5.4% among 310,000; further: potency means the concentration at half of the fitted maximal effect; on the % scale 0 is the no-effect control and ±100 the full control effect; nearly all actives have a fitted effect of over 60% in size
Target sequence (P51450 whole entry, looked up, the tested form may be a part): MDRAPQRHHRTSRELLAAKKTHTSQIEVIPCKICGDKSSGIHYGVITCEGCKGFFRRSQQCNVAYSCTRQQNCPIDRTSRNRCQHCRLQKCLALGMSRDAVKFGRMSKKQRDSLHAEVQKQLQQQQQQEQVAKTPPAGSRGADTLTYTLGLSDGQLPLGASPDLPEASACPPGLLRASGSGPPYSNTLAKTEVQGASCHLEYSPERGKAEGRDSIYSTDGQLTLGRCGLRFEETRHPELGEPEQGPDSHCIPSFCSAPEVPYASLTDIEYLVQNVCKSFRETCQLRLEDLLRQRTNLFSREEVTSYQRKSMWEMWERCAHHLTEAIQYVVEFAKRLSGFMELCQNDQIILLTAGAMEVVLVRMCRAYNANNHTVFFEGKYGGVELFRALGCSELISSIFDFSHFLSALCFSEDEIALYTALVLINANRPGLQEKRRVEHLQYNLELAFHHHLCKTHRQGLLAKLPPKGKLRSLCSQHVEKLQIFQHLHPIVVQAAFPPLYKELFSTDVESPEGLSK
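ROR gamma transcriptional activity was tracked as Gal4-UAS luciferase output in stably transfected Drosophila Schneider cells, with compound added 1 hr before 700 uM copper sulfate induction and a 20 hr ambient-temperature incubation.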
Rab9 prom act: qHTS Assay for Rab9 Promoter Activators. AID 485297, 2010. Potency, µM (highest dose often 9.22 µM), without a hit: top-dose activation, negative = inhibition, actives largely listed as activators. Huh7 Rab9 promoter-luciferase reporter, luminescence, 24 h. hit rate 2.8% among 320,000; further: potency means the concentration at half of the fitted maximal effect; % of control where 0% means no effect; nearly all actives have a fitted effect of over 60% in size
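Luciferase signal after 10 min detection reagent at ambient indicates Rab9 promoter upregulation; stably transfected Huh7 cells were treated 24 h with compound in DMSO at 37 °C, 5% CO2.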
ELG1 genotox: qHTS screen for small molecules that induce genotoxicity in human embryonic kidney (HEK293T) cells expressing luciferase-tagged ELG1. HEK293T ELG1-luciferase reporter, luminescence, 16 h. hit rate 1.3% among 330,000. Potency, µM (titrated, usually from 46 µM), inactives show at the top dose activity change, positive = activation, actives largely listed as activators; further: potency means the concentration at half of the fitted maximal effect; % of control where 0% means no effect; nearly all actives have a fitted effect of over 60% in size
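After overnight (16 hr) compound treatment at 37 °C, ELG1-luciferase HEK293T cells were lysed with ONE-Glo; luminescence quantified 30 min later at room temperature.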
Active calls of the source: *; ? = inconclusive; . = no result given; & = joins results of further samples; [ ] = dose if it differs, or a comment. Unless noted, the call rests on the fitted dose curve; in most records, active means well fitted curve in the direction sought with a large enough effect; inconclusive means small, poorly fitted or top-dose-only effect, or another doubt; inactive means no such curve, though single readings can be large; an effect the other way counts as inactive or inconclusive. Only part of the results is shown; the hit share may differ from the screen's.

SMILES	PKM2 activator	FLuc counter	p53 reactivation	Giardia kill	VP16 counter	BRCA1 expr up	Menin MLL FP TR	NPC1 prom act	RORgamma inh	Rab9 prom act	ELG1 genotox
COc1cccc2[nH]c(C(=O)NCCc3ccccc3)cc12	.	24µM*	16%	-3	?	?	16%	?	?	?	?
CCOCc1c(C(=O)N2CCN(CC(=O)Nc3ccc(F)cc3)CC2)oc2ccccc12	.	-1%	3%	14	.	-29%	.	0%	.	2%	0%
O=S(=O)(c1cccc(-c2nnc(-c3cccnc3)o2)c1)N1CCCCC1	9%	1%	-3%	9	0%	-28%	2%	0%	?	-7%	-2%
Cc1cc(C)c(NC(=O)CNC(=O)COC(=O)CNC(=O)c2ccc(Cl)cc2Cl)c(C)c1	.	7%	8%	-12	.	9%	.	3%	.	-4%	1%
COc1cccc(CN2CCNC(=O)C2CC(=O)N(C)C2CCOCC2)c1 (stereo not drawn)	3%	1%	2%	-2	0%	0%	6%	3%	-3%	-2%	2%
COC(=O)C1CCN(c2cc(Cl)nc(N)n2)CC1	-2%	-5%	8%	0	1%	-6%	-14%	-2%	-24%	19%	2%
CCCCn1c(N)c(N(CCC(C)C)C(=O)CC2CCCCC2)c(=O)[nH]c1=O	.	12%	1%	-7	.	-15%	.	1%	.	2%	2%
CCCC(=O)C1=C(O)C(C(=O)OC)C(C)(C)CC1=NCCc1ccc(OC)c(OC)c1 (stereo not drawn)	-4%	1%	-3%	5	8%	3%	-20%	-5%	-7%	-2%	-4%
O=S(=O)(c1ccc(Cl)s1)N1CCN(C/C=C/c2ccccc2)CC1	0%	0%	11%	14	-7%	-55%	-1%	-1%	?	8%	-3%
COc1cc(CN2CCCC(CCC(=O)NCc3ccc(C)o3)C2)cc2c1OCO2 (stereo not drawn)	-1%	0%	-2%	17	-1%	-18%	2%	0%	0%	-9%	0%
CCCCCCCN1CCN=C1Nc1ccccc1	.	-1%	-12%	-4	.	-12%	.	6%	.	-5%	-5%
Cc1ccc(C)c(NC(=O)CN(C)C(=O)c2nn(C)c(=O)c3ccccc23)c1	0%	2%	0%	17	1%	2%	-15%	-4%	-3%	-6%	-13%
CCCn1c(N)c(C(=O)CSc2nnc3ccccn23)c(=O)n(C)c1=O	.	3%	-1%	10	.	4%	.	1%	.	2%	-1%
CCOC(=O)C1CCN(c2ncnc3c2cnn3-c2ccccc2)CC1	3%	?	-1%	-19	-10%	0%	-2%	-1%	-79%	-1%	?
CCCC(c1nnnn1C1CCCC1)N1CCN(C(=O)c2ccco2)CC1 (stereo not drawn)	0%	-1%	-21%	15	-3%	-33%	-8%	-1%	-5%	4%	2%
COC(=O)c1cc2c(cc1NC(=O)CSCCc1ccccn1)OCO2	16%	3%	1%	-12	2%	2%	?	-3%	-26%	0%	1%
Nc1nc2ccc(C(=O)Nc3ccccc3)cc2s1	-2%	19µM*	?	-2	3%	44%	9%	3.5µM*	-19%	3.2µM*	?
CCc1nnc(NC(=O)CSc2nnc(-c3ccoc3C)n2-c2cccc(C)c2)s1	-4%	-1%	-2%	-4	-3%	0%	-13%	-3%	?	2%	0%
Cc1ccc(S(=O)(=O)NC(=O)NCc2ccc(Cl)cc2)cc1	5%	0%	-4%	-1	-5%	0%	8%	0%	?	2%	2%
Cc1ccc(C2CC(=O)C(C=NCCN3CCN(C(=S)Nc4ccccc4)CC3)=C(O)C2)cc1 (stereo not drawn)	9%	-4%	-2%	0	6%	-24%	8%	-2%	-5%	-1%	-4%
C=CCn1c(=O)c2c(nc3n2CCCN3CCc2ccc(OC)c(OC)c2)n(C)c1=O	.	0%	3%	13	-10%	-35%	4%	-7%	-5%	2%	-6%
COC(=O)COc1ccccc1/C=C1/NC(=O)NC1=O	-3%	-2%	4%	11	-11%	-3%	0%	-5%	-9%	0%	1%
Cc1cccc(-c2nc(CN3CCN(Cc4cccc(F)c4)CC3)c(C)o2)c1	0%	-4%	7%	5	-27%	0%	-17%	-1%	-8%[1.91 µM]	2%	-8%
O=C(/C=C/c1ccccc1)OCc1cncs1	-3%	27µM*	9%	10	7%	1%	5%	29%	21%	?	?
COC(=O)C1=C2SC(C)C(=O)N2C(N)=C(C#N)C1c1cc(OC)c(OC)c(OC)c1 (stereo not drawn)	-2%	-4%	10%	-3	4%	-9%	16%	1%	-18%	16%	6%
Continuation:
SMILES	PKM2 activator	FLuc counter	p53 reactivation	Giardia kill	VP16 counter	BRCA1 expr up	Menin MLL FP TR	NPC1 prom act	RORgamma inh	Rab9 prom act	ELG1 genotox
CC(C)Oc1ccc(CN2CCCC(CO)(Cc3ccccc3)C2)cc1CO (stereo not drawn)	-3%	-2%	.	-13	1%	12%	1%	2%	-2%	3%	-5%
Cc1ccc(C(=O)OCC(=O)NCc2ccco2)s1	12%	-8%	-13%	-19	1%	-1%	?	5%	-10%	0%	-1%
Nc1nc(SCC(=O)Nc2ccccc2Sc2ccc(Cl)cc2)n[nH]1	-4%	2%	-8%	6	2%	-35%	10%	-1%	34%	0%	-4%
CC1(C)c2ccccc2N2CC(=O)N[C@@]21/C=C/C=C/c1ccccc1	-4%	0%	0%	11	-1%	-36%	.	-2%	0%	-4%	-6%
CC(=O)N1CCN(CC(=O)Nc2ccc(SC(F)F)cc2)CC1	-1%	-1%	-7%	-1	1%	16%	1%	-3%	33%	-4%	-1%
COc1ccc(S(=O)(=O)n2ccc(C)n2)cc1C	11%	-1%	-5%	-8	1%	-1%	.	1%	-1%	-3%	-1%
CCCCN(C(=O)CSc1nnc(-c2ccc(OC)cc2)n1C(C)C)c1c(N)n(Cc2ccccc2)c(=O)[nH]c1=O	6%	3%	-6%	9	?	-29%	-12%	-1%	-2%	-11%	4%
Cc1ccc(S(=O)(=O)NC(=O)Nc2c(C)cccc2C)cc1	.	0%	4%	-10	1%	19%	14%	-2%	-8%	-3%	2%
COc1ccc(OC)c(C(c2nnnn2CC2CCCO2)N2CCN(C3CCCC3)CC2)c1 (stereo not drawn)	2%	-1%	8%	24	7%	-2%	-2%	-4%	-5%	-6%	0%
COc1cc(CNc2ccc(CNc3ncn[nH]3)cc2)ccc1OCc1ccccc1	7%	?	?	-8	24%	12%	38%[activator]	7%	?	7%	-2%
O=C(NCC(c1ccco1)N1CCc2ccccc21)c1ccccc1Br (stereo not drawn)	.	-1%	-5%	1	.	-27%	.	1%	.	-4%	1%
O=C(CNC(=O)Cc1ccccc1)NCC(=O)OCC(=O)c1ccc(F)cc1	-13%	-1%	8%	14	8%	-21%	8%	-1%	-1%	2%	3%
COC(=O)C(C)Sc1ccc2nnc(CCNS(=O)(=O)c3ccc(C)cc3)n2n1 (stereo not drawn)	-3%	0%&0%	2%	9	-1%	-1%	-1%	1%	11%	-9%	1%
COc1cccc(N=C2NC(=O)/C(=C/c3cc([N+](=O)[O-])ccc3O)S2)c1	.	?	4%	-1	-2%	4%	?	5%	11%	-12%	2%
CCOC(=O)C(NCc1ccccc1)(NC(=O)c1ccccc1)C(F)(F)F (stereo not drawn)	-1%	3%	-2%	-2	1%	-3%	5%	0%	-1%	-3%	-1%
O=C(Nc1ccc(F)cc1F)c1ccc2c(c1)OCCO2	.	4.8µM*	?	3	?	95%	13%	0.5µM*	?	0.63µM*	?
COc1ccc(-c2nnc(NC(=O)CSc3ccc(Cl)cc3)s2)cc1OC	0%	1%	0%	-13	4%	-5%	7%	-3%	-20%	2%	?
CC(C)(C)OC(=O)N1CCC(C(=O)N[C@@H](Cc2c[nH]c3ccccc23)C(=O)O)CC1	.	-18%	-4%	16	-1%	12%	5%	-5%	-30%	-6%	-1%

Fetched by compound from the entries so far, three records:
SMILES	PKM2 activator	FLuc counter	p53 reactivation	Giardia kill	VP16 counter	BRCA1 expr up	Menin MLL FP TR	NPC1 prom act	RORgamma inh	Rab9 prom act	ELG1 genotox
CCOC(=O)C(NCc1ccccc1)(NC(=O)c1ccccc1)C(F)(F)F (stereo not drawn)	-1%	3%	-2%	-2	1%	-3%	5%	0%	-1%	-3%	-1%
COc1cccc(N=C2NC(=O)/C(=C/c3cc([N+](=O)[O-])ccc3O)S2)c1	.	?	4%	-1	-2%	4%	?	5%	11%	-12%	2%
CCc1nnc(NC(=O)CSc2nnc(-c3ccoc3C)n2-c2cccc(C)c2)s1	-4%	-1%	-2%	-4	-3%	0%	-13%	-3%	?	2%	0%

Source: PubChem
